Assay outcomes from PubChem.
TcdB GH inh = TcdB glycohydrolase inhibition. TcdB glycohydrolase enzymatic assay, plate reader. inhibition, % at 9.99 µM. actives 0.24% (n = 350,000); in the data active means inhibition above about 10%
Target sequence (P18177 whole entry, looked up): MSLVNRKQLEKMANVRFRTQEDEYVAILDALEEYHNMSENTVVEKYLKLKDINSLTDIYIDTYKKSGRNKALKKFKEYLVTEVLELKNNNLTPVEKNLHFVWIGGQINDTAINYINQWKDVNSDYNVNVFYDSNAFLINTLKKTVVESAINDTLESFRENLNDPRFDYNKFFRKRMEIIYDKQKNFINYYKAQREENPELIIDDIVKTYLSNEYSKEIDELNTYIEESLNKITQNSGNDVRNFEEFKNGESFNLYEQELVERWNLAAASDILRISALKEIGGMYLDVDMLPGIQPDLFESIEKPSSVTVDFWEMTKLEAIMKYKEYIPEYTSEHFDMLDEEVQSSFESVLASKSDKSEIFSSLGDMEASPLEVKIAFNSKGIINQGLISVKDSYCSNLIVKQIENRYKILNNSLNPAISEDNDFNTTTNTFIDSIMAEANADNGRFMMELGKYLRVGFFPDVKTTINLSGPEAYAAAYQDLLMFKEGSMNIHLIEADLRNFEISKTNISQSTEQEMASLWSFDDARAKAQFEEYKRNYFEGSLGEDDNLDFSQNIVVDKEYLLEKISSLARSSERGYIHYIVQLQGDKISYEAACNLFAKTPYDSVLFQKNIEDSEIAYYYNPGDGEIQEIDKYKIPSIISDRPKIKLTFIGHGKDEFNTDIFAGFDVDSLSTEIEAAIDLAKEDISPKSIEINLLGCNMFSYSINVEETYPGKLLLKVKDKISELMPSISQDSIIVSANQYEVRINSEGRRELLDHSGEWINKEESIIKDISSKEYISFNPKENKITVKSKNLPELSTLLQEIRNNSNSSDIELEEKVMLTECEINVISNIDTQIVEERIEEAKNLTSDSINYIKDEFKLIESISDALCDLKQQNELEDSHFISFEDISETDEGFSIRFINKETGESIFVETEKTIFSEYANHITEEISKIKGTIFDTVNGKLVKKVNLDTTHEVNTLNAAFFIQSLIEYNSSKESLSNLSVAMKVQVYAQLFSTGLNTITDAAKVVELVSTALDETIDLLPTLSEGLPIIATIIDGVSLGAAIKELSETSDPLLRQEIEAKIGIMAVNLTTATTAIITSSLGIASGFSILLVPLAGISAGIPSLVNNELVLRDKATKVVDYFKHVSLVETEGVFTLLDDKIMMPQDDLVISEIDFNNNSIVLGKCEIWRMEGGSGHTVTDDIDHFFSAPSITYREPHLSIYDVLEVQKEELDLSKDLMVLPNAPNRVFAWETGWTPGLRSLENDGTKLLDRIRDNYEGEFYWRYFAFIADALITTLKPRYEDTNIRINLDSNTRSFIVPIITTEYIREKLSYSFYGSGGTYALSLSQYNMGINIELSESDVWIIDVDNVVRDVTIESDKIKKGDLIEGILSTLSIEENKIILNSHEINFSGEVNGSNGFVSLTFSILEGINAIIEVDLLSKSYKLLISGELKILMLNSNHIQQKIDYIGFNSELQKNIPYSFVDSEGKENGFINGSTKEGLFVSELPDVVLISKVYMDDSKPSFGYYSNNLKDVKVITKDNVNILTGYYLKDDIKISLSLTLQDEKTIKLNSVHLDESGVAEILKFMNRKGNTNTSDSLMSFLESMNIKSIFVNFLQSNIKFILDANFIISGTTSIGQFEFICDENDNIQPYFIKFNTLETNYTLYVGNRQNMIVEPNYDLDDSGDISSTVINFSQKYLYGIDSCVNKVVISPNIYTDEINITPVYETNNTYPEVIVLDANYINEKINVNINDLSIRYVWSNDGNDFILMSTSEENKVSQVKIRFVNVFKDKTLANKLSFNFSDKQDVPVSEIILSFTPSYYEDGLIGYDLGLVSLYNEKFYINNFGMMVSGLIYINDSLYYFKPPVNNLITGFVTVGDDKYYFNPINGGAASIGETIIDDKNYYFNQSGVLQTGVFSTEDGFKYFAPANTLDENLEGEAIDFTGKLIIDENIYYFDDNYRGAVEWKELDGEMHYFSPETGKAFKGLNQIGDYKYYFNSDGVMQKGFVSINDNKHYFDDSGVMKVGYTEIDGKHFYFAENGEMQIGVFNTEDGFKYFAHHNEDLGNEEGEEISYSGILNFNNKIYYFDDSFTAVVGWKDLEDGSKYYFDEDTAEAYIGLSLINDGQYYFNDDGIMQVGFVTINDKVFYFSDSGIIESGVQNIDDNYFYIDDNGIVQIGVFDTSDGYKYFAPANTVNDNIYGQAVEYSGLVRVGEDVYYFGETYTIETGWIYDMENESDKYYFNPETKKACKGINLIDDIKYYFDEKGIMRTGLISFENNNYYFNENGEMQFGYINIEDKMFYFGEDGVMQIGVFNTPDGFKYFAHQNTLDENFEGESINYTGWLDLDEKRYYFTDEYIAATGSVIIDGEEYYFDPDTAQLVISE
Y pestis TopoI = blocks Yersinia pestis topoisomerase I activity; Y. pestis Topo-I cleavage product accumulation, plate reader; activity, % at 10 µM; actives 0.064% (n = 360,000); AID 504884; in the data active means activity above about 50%, passing the limit was not always enough; inconclusive means no clear call, values can overlap the other calls; further: inactives centre near 2
PfHsp40 rescue = restores yeast growth despite PfHsp40 toxicity; S. cerevisiae expressing PfHsp40, growth rescue, ATP luminescence; growth rescue, % at 12.5 µM; actives 0.68% (n = 340,000); AID 504582; in the data active means growth rescue above about 28%, passing the limit was not always enough; inconclusive means no clear call, values can overlap the other calls;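 further: yeast W303a lacking pdr1 and pdr3 grown in galactose medium; growth measured after three days at 30 °C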
Anthrax LF inh2 = anthrax lethal factor protease inhibition; P15917; multiplex microsphere protease cleavage assay, LF; inhibition, % at 10 µM; actives 0.12% (n = 360,000); further: plate controls were buffer without enzyme for full effect and enzyme alone for no effect
BH1578 lux ind = induces V. cholerae light production without autoinducers | V. cholerae BH1578 lux reporter, luminescence, 6 h | activation, % at 18.7 µM | actives 0.16% (n = 350,000) | AID 588436; in the data active means activation mostly above about 9.7%, no sharp cut-off; inconclusive means no clear call, values can overlap the other calls; inactive means mostly below about 3.7%; further: not every result past the cut was called active; inactives centre near 0; reference of the scale not given here
SARS 3CLpro inh = SARS-CoV 3CLpro protease inhibition; recombinant SARS-CoV 3CLpro, quenched FRET peptide cleavage; inhibition, % at 6 µM; actives 0.14% (n = 290,000); in the data active means inhibition above about 12%
BoNT-A LC inh2 = BoNT A light chain protease inhibition; multiplex microsphere protease substrate cleavage, flow cytometry; inhibition, % at 10 µM; actives 0.17% (n = 360,000); further: plate controls were buffer without enzyme for full effect and enzyme alone for no effect
PrPC surface inh = reduces human prion protein on the cell surface. P04156. cell surface PrPC, TR-FRET read-out. inhibition, % at 13.8 µM. actives 0.43% (n = 370,000). AID 720596; in the data active means inhibition above about 24%; further: 0% = median of the test wells and 100% = reference compound wells
SSB-PriA inh = K. pneumoniae PriA-SSBct interaction inhibition. AlphaScreen SSBct-PriA binding, biotinylated peptide. inhibition, % at 33 µM. actives 0.6% (n = 430,000); in the data active means inhibition mostly above about 37%, no sharp cut-off; inactive means mostly below about 20%;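 further: plate controls were negative control peptide for no effect and reference peptide for full effect; strong numbers were not always called active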
An asterisk follows results filed as active; i = inactive; ? = inconclusive; · = no result given; & = joins results of further samples. Unless noted, no stated cut-off is given here; in the data, active means inhibition above about 30%; inconclusive means no clear call, values can overlap the other calls; inactive means below that. Only part of the results is shown (hit frequency here may not be typical).

SMILES	TcdB GH inh	Y pestis TopoI	PfHsp40 rescue	Anthrax LF inh2	BH1578 lux ind	SARS 3CLpro inh	BoNT-A LC inh2	PrPC surface inh	SSB-PriA inh
COc1ccc(OCc2ccc(-c3nc4ccccc4c(=O)n3N)o2)cc1	·	11	0.7	-2	-4.0	-4	0.1	-7	·
NC(=O)CC(NC(=O)Cc1ccc(Cl)cc1)c1ccc(NCc2ccccc2)c([N+](=O)[O-])c1 (stereo unspecified)	-0.3	7	-0.1	3	i	·	-0.7	-3	0
CCN(CC)C(=S)Nc1c(C)n(C)n(-c2ccccc2)c1=O	2.2	-10	-2.8	-6	-0.3	-2	-0.2	-1	-11
O=C(CCC(=O)c1cccs1)Nc1ccc(N2CCCCC2)cc1	-2.9	11	0.4	-3	-0.4	0	0.7	3	10
CC(=O)NCCc1nc2cc(NC(=O)c3ccc(Cl)cc3)ccc2n1C	-2.5	-2	-1.8	9	-2.2	-2	-1.2	14	0
CCN1C(=O)[C@H]2[C@@H](c3ccc(C(F)(F)F)cc3)N[C@]3(CCCN(Cc4ccc(C)cc4)C3=O)[C@H]2C1=O	0.6	2	·	-11	i	·	-0.7	2	·
Cc1ccc(C(=O)C2CCN(CC(=O)NCc3ccc(F)cc3)CC2)cc1	0.3	31	-1.7	1	-3.6	-1	-2.9	-11	-4
Cc1ccccc1-n1c(SC/C(O)=C(\C#N)c2nc3ccccc3[nH]2)nnc1-c1ccncc1	·	22	3.0	-2	i	-2	1.3	1	·
COc1ccc(C)cc1NC(=O)CCCN1C(=O)C(c2ccccc2)Oc2cccnc21 (stereo unspecified)	0.8	32	0.5	0	i	8	0.0	9	1
Clc1ccc(-c2ccccc2)cn1	-1.8	-1	-1.6	-7	0.1	·	0.4	0	-7
CC(C)C(=O)Nc1cccc(-c2cnc3ccccc3n2)c1	·	5	2.6	-1	-0.5	2	1.9	-12	-13
CC(C)(C)C1CCC(=NNC(=O)c2ccccc2-n2cccc2)CC1 (stereo unspecified)	·	4	-1.9	-1	1.9	-1	0.1	3	-9
O=C(CN=C1NS(=O)(=O)c2ccccc21)OCC(=O)c1cc(F)ccc1F	0.4	3	1.4	9	i	1	-0.6	2	6
COc1cccc(CC(NC(C)=O)C(=O)NC2CCN(c3c(Cc4ccccc4)c(C)nc4ncnn34)CC2)c1 (stereo unspecified)	·	10	19	1	-0.2	2	0.6	-4	4
CCn1c(COc2ccccc2C)nnc1SCC(=O)Nc1ccc2c(c1)OCCO2	·	13	0.7	2	3.6	-3	?	0	-8
COc1ccc2c(COC(=O)[C@@H]3CCCN3S(=O)(=O)c3ccc(Cl)cc3)cc(=O)oc2c1	0.4	0	-0.3	2	-5.0	·	3.9	5	4
CCOC(=O)c1c(NC(=O)C2CC2)sc2c1CC(C)(C)OC2	-2.9	1	-0.5	4	i	1	-1.2	-6	-2
CC(=O)Nc1ccc(C(=O)OCC(=O)c2cccc([N+](=O)[O-])c2)cc1	·	-13	-0.2	0	-0.8	-2	-0.2	-3	5
COc1ccccc1C(=O)COC(=O)/C(=C/c1ccccc1)NC(C)=O	-0.8	-3	-0.1	-4	1.4	·	0.6	3	-16
CC(C)CC(Nc1ncnc2scc(-c3ccccc3)c12)C(=O)O (stereo unspecified)	0.7	9	0.4	2	-0.3	5	0.2	3	-8
O=C(c1ccc(C#CC2(O)CCCCC2)cc1)N1CCOCC1	·	-1	-0.7	1	-0.7	5	-1.8	-2	-25
CCc1nc(SCC(=O)Nc2ccc(F)cc2)c2c(=O)n(C)c(=O)n(C)c2n1	-4.8	8	-0.1	0	-3.6	2	3.8	3	-15
S=c1sscc1-c1ccccc1	0.4	-2	-0.9	-7	-0.8	·	0.2	6	37
Cc1nn(CCN)c(C)c1Cl	0.7	3	-1.0	-3	-0.2	0	-0.7	-7	-16
NS(=O)(=O)c1cc(C(=O)Nc2ccc3c(c2)OCCCO3)ccc1Cl	1.8	-9	-1.2	0	-0.2	1	1.0	2	-7

(list continues)
SMILES	TcdB GH inh	Y pestis TopoI	PfHsp40 rescue	Anthrax LF inh2	BH1578 lux ind	SARS 3CLpro inh	BoNT-A LC inh2	PrPC surface inh	SSB-PriA inh
COC(=O)c1ccc(CN(c2ccc(C)cc2)S(=O)(=O)c2ccc3c(c2)OCCO3)o1	·	30	1.0	-1	i	8	0.4	3	-2
CCn1nc(C)cc1C(=O)N(C)C1CCCN(Cc2ccccc2F)C1 (stereo unspecified)	3.2	8	0.8	-3	-4.3	0	0.6	-1	-3
CC1CCCCC1NC(=O)CCC(=O)N1CCOc2ccc(Cl)cc21 (stereo unspecified)	1.2	8	-0.3	-1	-0.1	3	0.6	4	-4
CCCC(=O)C1=C(N2CCCC2)CC(C)(C)C(C(=O)OC)C1=O (stereo unspecified)	-1.3	0	-0.4	-4	-0.3	5	-1.0	0	-5
CCOc1ccc(N2CC(C(=O)OCC(=O)NCc3ccccc3)CC2=O)cc1 (stereo unspecified)	·	3	0.1	-1	-5.0	-12	0.7	-1	-23
COc1ccc(CC(=O)NNC(=S)NCC2CC2)cc1OC	-0.1	-4	-0.8	-3	i	1	0.3	1	-9
N=c1c2c(-c3ccccc3)c(-c3ccccc3)n(Cc3ccco3)c2ncn1CCN1CCOCC1	·	14	2.0	4	-0.5	1	0.4	-1	20
CN(C)CCCN(C(=O)c1cc(Cl)sc1Cl)c1nc2cc3c(cc2s1)OCO3	0.1	-13	-1.1	-1	-1.5	-1	-1.5	-8	19&10
Cc1ccc(C(=O)N/C(=C\c2sccc2C)C(=O)NCc2ccco2)cc1	·	7	-0.5	-1	·	5	0.9	-17	-1
CC(=O)N1c2ccc(S(=O)(=O)N3CCCC(C(=O)NCc4ccc(Cl)cc4)C3)cc2CC1C (stereo unspecified)	1.2	22	0.0	9	i	0	3.3	10	6
O=C(CSCc1c(F)cccc1Cl)NCc1ccncc1	-0.2	-4	0.7	-3	-0.3	6	0.6	6	1
CCOc1ccccc1NC(=O)Cc1c(F)cccc1Cl	-3.6	5	0.4	0	-0.6	0	-0.6	2	-13
COc1ccccc1C1CC(=O)Oc2cc(C)c(Cl)c(C)c21 (stereo unspecified)	-7.8	14	-1.1	-6	-6.2	·	-0.1	8	-12
COc1ccc(NC(=O)c2ccc(COCC(F)(F)C(F)F)cc2)cc1	-0.1	-3	1.6	0	-0.4	4	-0.5	11	-2
Cc1ccnc(NS(=O)(=O)c2ccc(NC(=O)C34CC5CC(C)(CC(C)(C5)C3)C4)cc2)n1	·	21	1.3	8	-0.3	2	4.0	9	-13
CC1(C(=O)NS(=O)(=O)Cc2ccccc2)CCN1C(=O)C1(c2ccc(Cl)cc2)CC1 (stereo unspecified)	-4.0	2	·	2	-0.7	·	-0.3	9	·
CCC(=O)N1CCc2cc(S(=O)(=O)CCC(=O)N3CCCC(C)C3)ccc21 (stereo unspecified)	0.1	4	-0.2	-4	-0.3	-3	-1.6	-6	-6
COc1cccc2cc(C(=O)NCc3ccco3)c(=Nc3ccc(C(=O)O)cc3)oc12	-0.3	5	-0.8	-7	-1.8	-2	1.5	-3	0
Cc1ccc(S(=O)(=O)N2C[C@H]3N(C(=O)OC(C)C)N(C(=O)OC(C)C)C[C@H](OC(=O)NCC4CCCCC4)[C@@]3(O)C2)cc1	·	20	·	-4	-0.5	·	0.1	·	·
O=C(O)c1ccc(Sc2ccccn2)c([N+](=O)[O-])c1	-1.2	3	-1.5	0	0.4	4	-0.7	-25	-1
O=C1Nc2ccccc2C1=Nc1ccccc1-c1ccccc1	10*	7	-0.1	-3	i	·	-0.4	-7	7
CCOC(=O)c1ccc(NC(=O)Cn2nnc(-c3ccccc3)n2)cc1	·	8	-1.0	-6	i	1	-0.9	3	-10
Cc1nc(C)n(C(C)CNC(=O)c2ccccc2)n1 (stereo unspecified)	0.5	2	-1.4	3	i	4	0.5	5	-5
COc1ccc(Cc2nnc(NC(=O)c3ccccc3[N+](=O)[O-])s2)cc1	-1.7	-13	1.1	0	0.8	1	0.1	6	3
CCCCn1nc(C(=O)NCc2ccccc2CN2CCCC2)c2ccccc2c1=O	0.6	11	1.4	-6	-3.4	·	-1.5	-14	0

Full records from above. Order of values: TcdB GH inh, Y pestis TopoI, PfHsp40 rescue, Anthrax LF inh2, BH1578 lux ind, SARS 3CLpro inh, BoNT-A LC inh2, PrPC surface inh, SSB-PriA inh
Record of CC1CCCCC1NC(=O)CCC(=O)N1CCOc2ccc(Cl)cc21 (stereo unspecified) → 1.2, 8, -0.3, -1, -0.1, 3, 0.6, 4, -4
Record of COc1ccc(Cc2nnc(NC(=O)c3ccccc3[N+](=O)[O-])s2)cc1 → -1.7, -13, 1.1, 0, 0.8, 1, 0.1, 6, 3
Record of CCOC(=O)c1ccc(NC(=O)Cn2nnc(-c3ccccc3)n2)cc1 → ·, 8, -1.0, -6, i, 1, -0.9, 3, -10
Record of CC(=O)N1c2ccc(S(=O)(=O)N3CCCC(C(=O)NCc4ccc(Cl)cc4)C3)cc2CC1C (stereo unspecified) → 1.2, 22, 0.0, 9, i, 0, 3.3, 10, 6
Record of CCC(=O)N1CCc2cc(S(=O)(=O)CCC(=O)N3CCCC(C)C3)ccc21 (stereo unspecified) → 0.1, 4, -0.2, -4, -0.3, -3, -1.6, -6, -6

Remaining list, next part
SMILES	TcdB GH inh	Y pestis TopoI	PfHsp40 rescue	Anthrax LF inh2	BH1578 lux ind	SARS 3CLpro inh	BoNT-A LC inh2	PrPC surface inh	SSB-PriA inh
O=C(N/N=C/c1c(O)n(C2CC2)c(=S)[nH]c1=O)c1ccccc1	1.1	8	1.6	-3	i	0	-6.7	-3	·
CCCCCCCCNS(=O)(=O)CCNC1CC1	1.5	28	0.1	0	-0.4	·	-0.3	8	-23
COc1cc(C(c2c(C(=O)O)[nH]c3ccccc23)c2c(C(=O)O)[nH]c3ccccc23)ccc1OCc1ccccc1	0.1	0	3.3	-3	i	11	2.7	-1	2
CC(NC(=O)c1cccc(S(=O)(=O)N2CCc3ccccc3C2)c1)c1ccco1 (stereo unspecified)	0.7	20	-1.0	-1	-0.4	·	-1.4	-2	-9
CCn1c(C)nc2cc(OC)ccc21	-1.5	-13	-0.5	-9	-0.1	0	-0.4	12	-3
CCOC1CCCc2oc(-c3ccc(N(C)C)cc3)c(C(=O)OC)c21 (stereo unspecified)	1.4	·	·	0	·	·	-1.1	8	·
Cc1ccc(NC(=O)CCN2C(=O)C3CCCCC3C2=O)cc1[N+](=O)[O-] (stereo unspecified)	-0.3	4	0.7	0	14	·	-0.4	-3	-9
COc1cc(CNc2ncn[nH]2)cc(Br)c1OC	·	-10	0.0	-2	i	-6	?	-1	-24
Cc1cccc(C)c1NC(=O)C(c1ccccc1)N1CCC1=O (stereo unspecified)	·	10	-0.4	-11	·	-5	-1.3	2	-12
Cc1cc(/C=C(/C#N)c2cccc(F)c2)c(C)n1-c1cccnc1	0.4	-9	6.1	-10	-0.4	4	-2.1	-3	-6
CNC(=O)C1CC(=O)N(Cc2ccc3c(c2)OCO3)C(=Nc2ccc(OC)cc2)S1 (stereo unspecified)	·	2	-0.4	-4	-0.4	-3	-1.1	11	1
Cc1ccc(C(=O)N2CCC(C(=O)c3ccc(Cl)cc3)CC2)cc1	-0.9	31	0.5	-2	-0.4	1	0.5	3	3
CCCCCC(=O)c1ccc(O)cc1O	0.3	4	1.2	-8	-0.4	2	-1.6	-3	-12
CSc1ccc(CN(C)CC(=O)Nc2cccc(Br)c2)cc1	-0.1	24	2.7	-2	i	1	-0.9	-4	-27
O=C(N1CCOCC1)N1CCCN(C(=O)N2CCOCC2)CC1	·	-1	-0.1	0	-0.5	1	-2.6	4	1&-7
O=C(N/C(=C\c1cccnc1)C(=O)N1CCCCC1)c1cccc(Br)c1	2.2	13	-0.6	-11	-0.5	-3	-3.5	-2	-13
Cc1cc2oc(=O)cc(CN(C)Cc3ccccc3F)c2cc1Cl	0.3	0	-0.7	-5	i	7	0.5	-12	-18
CC(C)CC(N)c1csc(Nc2ccc(C(=O)c3ccccc3)cc2)n1 (stereo unspecified)	0.9	3	·	-11	-0.2	·	0.4	20	·
CC(C)c1cc(C(=O)Nc2cccc(C(F)(F)F)c2)no1	·	-1	-0.3	-2	i	1	1.2	-1	-60
COC1C=COC2(C)Oc3c(C)c(O)c4c(O)c(c(CN5CCN(C)CC5)c(O)c4c3C2=O)NC(=O)C(C)=CC=CC(C)C(O)C(C)C(O)C(C)C(OC(C)=O)C1C (stereo unspecified)	-8.0	19	-0.8	-3	i	·	-0.1	-10	6
